Screening data: PubChem, several laboratories
Wnt bcat act: Wnt/beta-catenin pathway activators, primary screen, cell-based, plate reader, single point. Wnt/beta-catenin reporter cell assay, activator. activation, % at 9.35 µM. 300,000 tested, 1.2% active. AID 743398, 2014; in the data active means activation above about 30%, passing the limit was not always enough;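 further: 0% = neutral control wells and 100% = positive control wells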
dFosB act: activators of delta FosB homodimer, primary screen, biochemical, fluorescence polarization, TAMRA-CDK5 oligo, single point | activation, % at 25 µM | AID 493131, 2011 | 340,000 tested, 0.99% active | purified delta FosB; percent of positive-control signal above neutral wells | Protein FosB (Mus musculus), P13346;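 active means mean activation above about 17%, with every replicate also reaching it, limit read from the data, passing the limit was not always enough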;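 further: fluorescence polarization rise as delta FosB binds a TAMRA Cdk5 AP-1 oligo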
Target sequence (P13346 whole entry, looked up): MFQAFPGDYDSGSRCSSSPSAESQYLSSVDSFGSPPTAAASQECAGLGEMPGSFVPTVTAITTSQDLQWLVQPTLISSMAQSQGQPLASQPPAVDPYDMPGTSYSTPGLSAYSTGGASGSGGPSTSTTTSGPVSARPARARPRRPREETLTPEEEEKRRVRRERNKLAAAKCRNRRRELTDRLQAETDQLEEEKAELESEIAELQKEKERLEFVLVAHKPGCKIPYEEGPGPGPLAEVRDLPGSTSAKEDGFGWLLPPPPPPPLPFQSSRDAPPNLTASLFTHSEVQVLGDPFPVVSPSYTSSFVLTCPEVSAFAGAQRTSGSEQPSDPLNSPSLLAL
PvdQ acylase: P. aeruginosa PvdQ acylase inhibitors, primary screen, biochemical, fluorescence, plate reader and imaging, single point. AID 488965, 2010. 340,000 tested, 0.063% active. inhibition, % at 10 µM. purified PvdQ acylase; in the data active means inhibition above about 30%, passing the limit was not always enough;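 further: 0% = vehicle neutral wells and 100% = reference inhibitor wells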
MITF act: activators of MITF-driven TRPM1 promoter reporter, primary screen, cell-based, SK-MEL-5, luciferase, single point; SK-MEL-5 TRPM1-promoter luciferase, 24 h; % of positive control, neutral wells = 0; AID 588334, 2011; activation, % at 12.5 µM; 300,000 tested, 0.75% active;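 active means mean activation of at least 80% with every replicate also reaching 80%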;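 further: 0% = neutral control wells and 100% = parthenolide positive control wells; values of inactives mirror those of a sister screen read the other way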
RTF Ca sens act: cardiac RTF calcium sensitivity activators, primary screen, biochemical, IANBD-TnC fluorescence, EC20 calcium | IANBD-labeled TnC RTF fluorescence at EC20 calcium; 0% EC20 calcium, 100% full calcium | 340,000 tested, 0.24% active | AID 493008, 2010 | Troponin I, cardiac muscle (Homo sapiens) + Troponin T, cardiac muscle (Homo sapiens) + … | activation, % at 7.2 µM;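 active means activation above the mean over all tested compounds plus 3 SD, cut at about 30% in these data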;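 further: rise in fluorescence read as greater calcium sensitivity of cardiac thin filaments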
SR-BI uptake up: activators of SR-BI mediated DiI-HDL uptake, primary screen, ldlA[mSR-BI] CHO cells, DiI fluorescence; 3 h; 100 = double the neutral-control signal; activation, % at 12.5 µM; 320,000 tested, 0.096% active;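 active means mean replicate activation of at least 60% and every replicate at or above 60%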;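 further: 0% = median plate neutral-control signal and 100% = twice that signal; values of inactives mirror those of a sister screen read the other way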
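System: CHO ldlA[mSR-BI] cells / Medium: HEPES-buffered (25 mM, pH 7.4) F12 plus 0.5% BSA / Probe or stimulus: labelled HDL, 10 µg/mL / Doses: single compound concentration, delivered by pin transfer / Schedule: 3 h, 37 °C / Measured by: DiI fluorescence, bottom read / Measure: cell-associated DiI fluorescence as measure of HDL uptake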
HTR5A ag ctr: HTR5A agonists in luminescence cell assay, primary screen, counter-screen for OPRM1-OPRD1 heterodimer agonist project, full-deck HTS | 5-hydroxytryptamine receptor 5A (Homo sapiens), P47898 | activation, % at 9.3 µM | cell-based | 340,000 tested, 0.61% active; in the data active means activation mostly above about 9.5%, no sharp cut-off; inactive means mostly below about 7.6%;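 further: 0% = cells with vehicle only and 100% = reference agonist; strong numbers were not always called active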
Rtt109 Vps75: inhibitors of C. albicans Rtt109/Vps75 HAT, primary screen, biochemical, ThioGlo CoA-SH fluorescence, plate reader; purified Rtt109/Vps75, 4 h; AID 540336, 2011; 330,000 tested, 0.16% active; Histone acetyltransferase RTT109 (Candida albicans (strain SC5314 / ATCC MYA-2876)), …; inhibition, % at 34.9 µM;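 active means inhibition of at least 50% in every replicate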
SR-BI HDL uptake: inhibitors of SR-BI mediated HDL lipid uptake, primary screen, ldlA[mSR-BI] cells, fluorescence, single point. ldlA[mSR-BI] CHO cells, DiI-HDL uptake fluorescence, 3 h. inhibition, % at 12.5 µM. AID 488896, 2010. Scavenger receptor class B member 1 (Mus musculus), Q61009. 320,000 tested, 0.96% active;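 active means mean replicate inhibition of at least 70% and a set share of replicates each scoring 70 or more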;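 further: 0% = median of neutral control wells and 100% = median of positive control wells; values of inactives mirror those of a sister screen read the other way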
Target sequence (Q61009 whole entry, looked up): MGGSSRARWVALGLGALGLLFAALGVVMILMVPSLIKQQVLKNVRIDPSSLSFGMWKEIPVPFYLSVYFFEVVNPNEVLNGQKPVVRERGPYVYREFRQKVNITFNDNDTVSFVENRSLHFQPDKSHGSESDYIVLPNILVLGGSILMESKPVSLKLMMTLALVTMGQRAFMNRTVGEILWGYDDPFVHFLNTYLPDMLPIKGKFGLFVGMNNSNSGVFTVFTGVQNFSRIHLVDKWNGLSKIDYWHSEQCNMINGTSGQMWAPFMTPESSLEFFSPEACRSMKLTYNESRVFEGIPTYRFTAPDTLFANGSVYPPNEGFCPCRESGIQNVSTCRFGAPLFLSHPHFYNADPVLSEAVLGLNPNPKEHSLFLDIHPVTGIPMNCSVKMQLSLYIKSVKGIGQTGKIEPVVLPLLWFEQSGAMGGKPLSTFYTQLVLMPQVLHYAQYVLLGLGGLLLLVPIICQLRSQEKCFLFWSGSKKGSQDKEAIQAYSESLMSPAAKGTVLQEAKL
CDK5 p35 inh: inhibitors of human CDK5/p35 kinase, primary screen, biochemical, single concentration | Cyclin-dependent kinase 5 (Homo sapiens) + Cyclin-dependent kinase 5 activator 1 (Homo … | inhibition, % at 10 µM | 330,000 tested, 0.01% active | Recombinant CDK5/p35, ADP-Glo luminescence, 60 min;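 active means highest replicate inhibition of at least 50% and at least 75% of replicates reaching 50%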;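 further: plate controls were DMSO neutral control for no effect and GW8510 at 10 µM for full effect; many of its hits are not listed in these tables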
Starred values were filed as active, the others as inactive; . = no result given.

Start of the listing, in advance (2 entries):
mol	Wnt bcat act	dFosB act	PvdQ acylase	MITF act	RTF Ca sens act	SR-BI uptake up	HTR5A ag ctr	Rtt109 Vps75	SR-BI HDL uptake	CDK5 p35 inh
C=CCOC(=O)C1=C[C@H](c2coc3ccccc3c2=O)[C@@H](CCCO)[C@H](OCC)O1	-4	-2	-12	24	4	36	1	4	-36	2.2
COC(=O)c1sccc1-c1ccc(C(=O)Nc2cccnc2)o1	5	-30	-7	97*	1	1	1	-1	-1	-0.9

All compounds of this part, previewed entries included:
mol	Wnt bcat act	dFosB act	PvdQ acylase	MITF act	RTF Ca sens act	SR-BI uptake up	HTR5A ag ctr	Rtt109 Vps75	SR-BI HDL uptake	CDK5 p35 inh
C=CCOC(=O)C1=C[C@H](c2coc3ccccc3c2=O)[C@@H](CCCO)[C@H](OCC)O1	-4	-2	-12	24	4	36	1	4	-36	2.2
COC(=O)c1sccc1-c1ccc(C(=O)Nc2cccnc2)o1	5	-30	-7	97*	1	1	1	-1	-1	-0.9
CCOC(=O)c1c(NC(=O)CN2C(=O)NC3(CCCC3)C2=O)sc(C)c1CC	-3	-4	8	17	-17	-2	0	-1	2	-0.4
CCCCCc1nnc(NS(C)(=O)=O)s1	.	5	5	-9	-1	-13	1	-1	13	-0.1
CN(C)C(=O)OCc1c(-c2ccccc2)ncc2ccccc12	0	-3	-5	-3	-1	8	1	0	-8	1.4
CCOc1oc(-c2ccc(OC)cc2)nc1C(F)(F)F	-2	-6	0	12	2	-6	-1	-11	6	-0.7
CCOC(=O)c1c(C)c(C(=O)N2CCN(c3ccccc3)CC2)c(C)n1C	-2	-10	-11	-5	0	-28	1	-1	28	3.3
CC(C)CC1NC(=O)C(CC(C)C)N(CO)C1=O (stereo not drawn)	-2	0	2	4	-2	-2	-1	-3	2	1.1
O=C(CN1C(=O)NC2(CCCC2)C1=O)Nc1ccc(OC(F)(F)F)cc1	-1	0	-15	.	-1	.	2	-14	.	0.9
CN(C)/C=C1\C=C(c2ccccc2)OC1=O	8	-9	-2	14	-1	34	3	-7	-34	-0.7
O=C(O)C/C(=C\c1ccc(Cl)cc1)c1nc2ccccc2o1	0	-8	-1	7	.	14	.	7	-14	-0.6
CCC(C)NC(=O)c1ccc(C)c(NC(=O)C2=C(C)OCCS2)c1 (stereo not drawn)	1	3	-7	-16	-2	-17	0	4	17	1.6
COc1cc2cc(CN(Cc3cccs3)C(=S)Nc3ccccc3)c(=O)[nH]c2cc1OC	.	13	-3	18	2	0	-7	1	0	0.1
CC(C)c1ccc(CNc2c([N+](=O)[O-])c(=O)oc3ccccc23)cc1	0	-3	5	9	-4	-9	2	1	9	-1.6
CC1(C)CN(c2ccc(C(=O)c3ccccc3)cc2)C1=O	10	5	-9	10	4	-1	-7	.	1	0.1
Cc1ccc(SCc2cc(=O)[nH]c(N3CCN(Cc4ccc5c(c4)OCO5)CC3)n2)cc1	.	-8	-19	-15	4	46	-4	-8	-46	-0.9
Fc1ccc(-c2csc3[n+]2CCS3)cc1	-7	-2	-5	4	2	19	3	5	-19	3.2
Cc1cc(C(=O)NCC(=O)Nc2ccc(F)c(F)c2)c(C)o1	0	-8	-8	0	-5	10	6	-1	-10	-0.1
CN(CC(=O)Nc1ccccc1Br)C(=O)c1n[nH]c2ccccc12	-3	-9	-18	-22	11	10	4	4	-10	-0.2
O=C(CSc1ccc2nnc(-c3ccncc3)n2n1)Nc1ccc2c(c1)OCO2	-2	-10	-14	.	-2	0	1	-15	-1	1.6
CC(=O)C1(C)OC(N)=C(C#N)C(c2ccccc2)C1(C#N)C#N (stereo not drawn)	2	-6	-2	-12	6	-9	-1	-8	9	-0.5
Cc1ccc(S(=O)(=O)NCCC2=CCCCC2)cc1C(N)=O	2	-5	-10	-15	-4	.	-6	-3	-46	-3.5
Cc1cccc(COc2coc(CN3CCN(C(=O)c4ccco4)CC3)cc2=O)c1	-5	0	-18	10	6	9	-3	-6	-9	1.0
Cc1c(NC(=O)OCCSc2nc(N(C)C)nc(N(C)C)n2)sc(=S)n1C	1	-11	-9	6	8	-58	0	3	58	-4.2
COc1ccccc1-c1nc(-c2ccc(C(=O)O)cc2)no1	7	-1	-9	16	3	-1	2	-20	1	0.3
COc1ccc(/C=C2/SC(=S)N(CC(=O)O)C2=O)cc1OCc1ccc(Cl)cc1	9	-12	-7	.	-3	6	-3	6	-6	-5.3
COc1cc(/C=N/N2CCN(c3ccccc3OC)CC2)ccc1OC(C)=O	1	0	-8	27	0	-9	-2	-3	9	0.4
COc1ccc2c(c1)[n+](=O)c(C(C)=O)c(C)n2[O-]	-2	-1	-7	0	8	11	2	-2	-11	-0.4
Cc1ccc(NS(=O)(=O)c2cc(C(=O)N3CCOCC3)ccc2C)cc1C	-1	-2	-10	-6	-3	1	-2	0	-1	-0.1
CS(=O)(=O)Nc1ccccc1C(=O)NCCSc1ccccc1	-1	0	-15	-9	0	7	7	-6	-7	1.2
COCC(C)NC(=O)COc1nncc2ccccc12 (stereo not drawn)	-2	4	0	0	-3	33	0	-4	-33	-1.3
Cc1ccc2oc(C(=O)N3CCN(c4cccc(C)n4)CC3)c(C)c2c1	3	-10	-16	18	0	0	10	-5	0	0.3
Cc1cc(-c2nnc(SCC(=O)Nc3ccc(C(F)(F)F)cc3)n2C)no1	-2	-3	0	-6	1	3	5	1	-3	-1.1
COCCNC(=O)C(c1cccs1)N(C(=O)Cn1nnc2ccccc21)c1cccc(C(C)=O)c1 (stereo not drawn)	0	-2	-6	2	11	14	-2	1	-14	-0.4
O=C(c1ccc(CNc2c(N3CCCC3)c(=O)c2=O)cc1)N1CC=C(c2ccccc2)CC1	13	-7	-6	10	-2	.	2	12	.	-1.2
COc1ccc(-n2cc(CNCCCn3ccnc3)c(-c3ccccc3Cl)n2)cc1	.	0	-11	11	3	24	2	5	-24	0.0
c1cncc(CNc2ccc3c(c2)OCO3)c1	.	0	5	8	-3	1	1	9	-1	-0.1
COc1cccc(Nc2nc(=O)[nH]nc2C)c1	-6	4	-3	-3	3	-8	4	3	8	1.1
Cc1cccc(N(CC(=O)N2CCCC2)S(C)(=O)=O)c1	-1	5	5	.	-4	44	2	-5	-44	-0.2
Cc1ccc(S(=O)(=O)N2CCCC(c3nc(-c4ccc(C)o4)no3)C2)cc1 (stereo not drawn)	-13	-5	-6	-1	-3	4	4	1	-4	-4.0
CCCCN(C(=O)C(C)Oc1ccc(Cl)cc1)c1c(N)n(CCCC)c(=O)[nH]c1=O (stereo not drawn)	0	-2	-17	-4	1	2	-2	-10	-2	1.1
CC1=C(C(=O)N2CCCC(C(=O)c3cccc(C(F)(F)F)c3)C2)OCCO1 (stereo not drawn)	-1	-2	-9	-13	-3	7	2	-1	-7	-2.3
O=C(NOC(=O)c1ccccc1)c1ccccc1	0	4	3	.	7	10	1	2	-10	-0.6
O=C(CSc1nc(-c2ccco2)cc(C(F)(F)F)n1)Nc1ccc(C(=O)N2CCCCC2)cc1	-3	-15	-7	-6	-1	5	4	1	-5	-1.1
Cc1ccc(-c2[nH]ncc2C(=O)c2ccc(Br)cc2)c(O)c1	0	5	-4	3	-1	-42	-3	-2	42	0.8
Cc1c(OCC(=O)N2CCC(C(=O)O)CC2)ccc2c3c(c(=O)oc12)CCCC3	-2	-10	-4	-10	-2	11	-2	6	-11	-2.1
O=S1(=O)CCC(S(=O)(=O)N2CCCCCC2)C1 (stereo not drawn)	-4	2	-23	.	4	3	1	5	-3	-0.5
Cc1nn(-c2ccc(F)cc2)c(Cl)c1/C=C/C(=O)N1CCNC(=O)C1	0	-2	-2	.	1	-28	-1	-2	28	-7.6
COc1cccc(NC(=S)NCCN2CCOCC2)c1	.	2	-4	-16	3	6	-1	0	-6	-0.5
CCOC(=O)Cc1cnc(NC(=O)Cn2nnc(-c3ccc(OCC)cc3)n2)s1	-1	-10	-2	.	-7	1	0	4	-1	1.5
Cc1ccc2cc(CCNC(=O)c3cccs3)c(=O)[nH]c2c1C	19	-7	11	.	2	7	1	-1	-7	1.2
Fc1ccccc1C(c1nnnn1Cc1ccc2c(c1)OCO2)N1CCN(Cc2ccco2)CC1 (stereo not drawn)	-5	-3	-6	20	6	-50	-4	5	50	-4.8
CCCCC1=CC2=CC(=O)C(C)(OC(=O)CC)C(=O)C2=CN1CC(C)C (stereo not drawn)	0	-2	-8	9	11	8	-2	5	-8	-2.0
CC12CN(C(=O)c3cccc([N+](=O)[O-])c3)C3(C#N)CC1CCC23C (stereo not drawn)	2	-4	3	6	-3	-2	0	-6	2	-1.0
Cc1[nH]n(-c2ncc(-c3ccc(Cl)cc3)s2)c(=O)c1C(c1ccc(Cl)cc1)C(C#N)C#N (stereo not drawn)	.	-21	-1	-21	-5	-50	-1	2	50	1.0
COc1cc(/C=N/N2CCN(C3c4ccccc4-c4ccccc43)CC2)cc(OC)c1OC	-3	-4	-9	-13	0	-63	6	-29	63	-0.3
COc1ccc(-n2c(SCC(=O)Nc3ccccc3)nc3c(c2=O)SCC3)cc1	-1	6	3	.	-8	10	-1	10	-10	-0.4
C/C(N)=C(/C#N)C(=O)COC(=O)CC1CCCC1	.	2	2	6	-8	5	5	6	-5	1.1
CCN(CC)C(=O)CSc1nnnn1-c1ccc(F)c(Cl)c1	-1	-2	-13	-2	2	-11	-1	1	11	0.4
Cc1nnc(NC2=NCCC2)o1	.	0	-18	3	4	9	-3	-4	-9	2.5

Following part:
mol	Wnt bcat act	dFosB act	PvdQ acylase	MITF act	RTF Ca sens act	SR-BI uptake up	HTR5A ag ctr	Rtt109 Vps75	SR-BI HDL uptake	CDK5 p35 inh
CC(=O)N1CCc2cc(S(=O)(=O)N3CC(C)CC(C)C3)ccc21 (stereo not drawn)	-4	-8	-13	-6	-3	-8	1	0	8	1.4
O=C(NC1CCCC1)c1ccc(S(=O)(=O)N2CCOCC2)cc1	-6	1	0	-7	0	29	6	2	-29	0.2
CCOc1ccc(Br)cc1C(=O)Nc1ccc(C(=O)NCC(C)C)cc1	1	74*	4	4	2	-51	6	15	51	-0.4
C[C@H]1CN([C@@H](C)CO)C(=O)Cc2cc(NC(=O)Cc3ccccc3)ccc2O[C@H]1CN(C)C(=O)Nc1cccc2ccccc12	10	-2	10	1	0	-9	0	10	9	0.1
